PLC-beta3 inh – PLC-beta3 (human) inhibition, primary screen. Q01970. Purified PLC-beta3, fluorogenic substrate, fluorescence. inhibition, % at 12.2 µM. 370,000 compounds, 0.18% hits; in the data active means inhibition above about 11%;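 further: 0% = median of compound wells on plate and 100% = full blocker control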
DDE Tn6 FP inh – DD(E)-Tn6 binding inhibition, primary FP screen; AID 720509; P02675; inhibition, % at 8.3 µM; 370,000 compounds, 0.21% hits; Fibrin DD(E) TRITC-Tn6 fluorescence polarization displacement;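 active means inhibition above a per-campaign cutoff: mean of compounds within control limits plus 3 SD, cut at about 15% in these data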;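 further: 0% = median of all compound wells on the plate and 100% = blocking peptide control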
Target sequence (P02675 whole entry, looked up): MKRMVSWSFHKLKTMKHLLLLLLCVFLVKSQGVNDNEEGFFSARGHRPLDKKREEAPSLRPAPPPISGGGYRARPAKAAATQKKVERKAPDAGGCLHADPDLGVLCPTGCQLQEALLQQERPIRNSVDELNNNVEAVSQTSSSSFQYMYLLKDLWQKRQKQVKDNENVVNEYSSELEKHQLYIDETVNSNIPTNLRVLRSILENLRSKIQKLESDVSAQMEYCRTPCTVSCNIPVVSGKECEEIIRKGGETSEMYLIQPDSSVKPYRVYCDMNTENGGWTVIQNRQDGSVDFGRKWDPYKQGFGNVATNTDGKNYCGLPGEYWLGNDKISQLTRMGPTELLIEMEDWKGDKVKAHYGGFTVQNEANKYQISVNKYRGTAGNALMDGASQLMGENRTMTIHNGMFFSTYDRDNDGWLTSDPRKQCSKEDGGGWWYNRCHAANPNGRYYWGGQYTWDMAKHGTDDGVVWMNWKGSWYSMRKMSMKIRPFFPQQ
KLK7 zymogen act – activators of human kallikrein-7 zymogen | purified proKLK7, EDANS-DABCYL substrate fluorescence; 100% is mature enzyme control, 0% vehicle | activation, % at 7 µM | 370,000 compounds, 0.9% hits | P49862;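 active means activation above the mean of all tested compounds plus 3 SD, computed per campaign excluding outliers beyond control limits, cut at about 13% in these data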
ADAM17 inh – inhibits human ADAM17; P78536; recombinant ADAM17, EDANS/DABCYL FRET peptide cleavage; inhibition, % at 6.95 µM; 370,000 compounds, 0.83% hits;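 active means inhibition above the mean of compounds lying between control limits plus 3 SD, set per campaign, cut at about 8.5% in these data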;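 further: 0% = DMSO-only wells as the low control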
Tn7 DDE FP – disrupts Tn7 cyclic peptide binding to fibrin D-Dimer-E complex | FP displacement of FITC-Tn7 peptide from fibrin DD(E); 0% = median of compound wells per plate | inhibition, % at 8.3 µM | 370,000 compounds, 0.13% hits;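 active means inhibition above the mean of compounds falling within the control limits plus 3 SD of them, cut at about 14% in these data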;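 further: 0% = plate median of compound wells and 100% = 10 µM Aha-Tn7 peptide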
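assay system = human clot-derived fibrin DD(E) complex | quantity = Fibrin-DD(E) at 2 µM final | timing = 10 min preincubation, 3 h with tracer, room temperature | signal = fluorescence polarization | measure = percent inhibition | benchmarks = high control wells with 10 µM unlabelled Aha-Tn7 peptide (full inhibition) | replicates = singlicate testing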
ASAP1 GAP inh – inhibitors of human ASAP1 ArfGAP activity | Q9ULH1 | ASAP1-stimulated ARF1 GTP hydrolysis, GDP FP detection | inhibition, % at 16.5 µM | 360,000 compounds, 0.19% hits | AID 624377; in the data active means inhibition above about 25%;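 further: 0% = vehicle with enzyme and substrate and 100% = no enzyme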
Target sequence (Q9ULH1 325-724 limits assumed): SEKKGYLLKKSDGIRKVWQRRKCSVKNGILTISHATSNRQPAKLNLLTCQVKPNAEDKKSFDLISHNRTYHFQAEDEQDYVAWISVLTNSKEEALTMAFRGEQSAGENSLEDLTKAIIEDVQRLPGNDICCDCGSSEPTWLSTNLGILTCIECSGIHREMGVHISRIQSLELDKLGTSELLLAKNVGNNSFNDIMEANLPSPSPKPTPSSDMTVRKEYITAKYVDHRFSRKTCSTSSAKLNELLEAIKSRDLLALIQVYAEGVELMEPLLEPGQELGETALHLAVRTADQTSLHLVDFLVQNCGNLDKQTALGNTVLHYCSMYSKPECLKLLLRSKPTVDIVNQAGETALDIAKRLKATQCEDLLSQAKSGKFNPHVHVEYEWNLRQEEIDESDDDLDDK
ARFGAP1 inhibitor – rat ARFGAP1 inhibition | 360,000 compounds, 0.26% hits | inhibition, % at 16.5 µM | Arfgap1-stimulated ARF1 GTP hydrolysis, GDP FP detection | Q62848 | AID 651572;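 active means inhibition above a per-plate limit, mean inhibition of low control wells plus 3 SD, cut at about 25% in these data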;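 further: 0% = DMSO wells with enzyme and 100% = wells lacking Arfgap1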
Target sequence (Q62848 1-136 limits assumed): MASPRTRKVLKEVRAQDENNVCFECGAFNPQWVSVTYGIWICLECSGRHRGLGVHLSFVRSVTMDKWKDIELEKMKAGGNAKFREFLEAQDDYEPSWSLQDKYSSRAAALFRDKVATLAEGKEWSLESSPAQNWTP
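Material: rat Arfgap1 catalytic domain, aa 1-136; also added: human ARF1(Δ1-17)-GTP substrate; compound dosing: one concentration, 16.5 µM, DMSO 1.26%; incubation: GTP hydrolysis reaction 2 h at 25 °C; measured by: Tracer-displacement fluorescence polarization with EDTA stop, 620/688 nm; evaluation: % inhibition from polarization; repeats: one replicate per compound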
MBD2 inh – blocks human MBD2 binding to methylated DNA | Q9UBB5 | TR-FRET, MBD2 binding to methylated oligonucleotide | inhibition, % at 4.4 µM | 370,000 compounds, 0.31% hits | AID 686964; in the data active means inhibition above about 13%
UHRF1 binding – blocks human UHRF1 binding to methylated DNA. inhibition, % at 4.4 µM. 370,000 compounds, 0.75% hits. UHRF1 binding to methylated oligo, TR-FRET; in the data active means inhibition above about 21%;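 further: UHRF1 SRA domain binding a hemimethylated CpG hairpin DNA probe; 0% = median of test compound wells and 100% = reference inhibitor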
PLCg1 inh – inhibitors of human phospholipase C gamma1 | P19174 | purified PLC-gamma1, fluorogenic substrate, fluorescence | inhibition, % at 12.2 µM | 370,000 compounds, 0.84% hits | AID 720700; in the data active means inhibition above about 9.5%
The depositor's hits bear a star.

entry | mol | PLC-beta3 inh | DDE Tn6 FP inh | KLK7 zymogen act | ADAM17 inh | Tn7 DDE FP | ASAP1 GAP inh | ARFGAP1 inhibitor | MBD2 inh | UHRF1 binding | PLCg1 inh
1 | COCc1c(C(=O)N2CCN(Cc3c(F)cccc3Cl)CC2)oc2ccccc12 | -7.3 | 6.7 | -0.3 | 1.5 | 0.7 | -3.7 | 0.7 | -1.3 | 2.2 | 1.4
2 | CCN(CC)C1=N/C(=C\c2ccco2)C(=O)N1c1ccccc1 | -18.8 | 2.3 | -0.5 | -4.7 | -4.9 | -7.7 | 3.0 | -3.8 | -0.9 | -18.2
3 | CCC1CCCCN1CCCNC(=O)C1CCCN(c2ncnc3c2nc2n3CCCCC2)C1 (configuration not stated) | -9.5 | 0.5 | 0.5 | -4.1 | 5.0 | -16.7 | -0.5 | 4.9 | 1.9 | -2.4
4 | Cc1nc2ccccn2c1CN(C)C(=O)C1CCC(=O)N(CCc2cccc(F)c2)C1 (configuration not stated) | -15.0 | 6.3 | 0.7 | -15.6 | 4.3 | -7.8 | -5.1 | 4.1 | 2.5 | -6.7
5 | Cc1occc1-c1nnc(SCC(=O)NC2CC2)n1C | -6.0 | -4.5 | 0.8 | -2.7 | -2.2 | 0.1 | 4.8 | -4.4 | -2.2 | 1.2
6 | CCn1c2ccccc2c2cc(C#N)c(N)nc21 | -216.9 | 2.3 | 5.1 | -296.4 | -5.8 | 3.3 | 7.0 | -1.6 | -0.1 | -157.9
7 | CCN(CCCNC(=O)CC(C(=O)N1CCc2ccccc21)n1ccnc1)c1cccc(C)c1 (configuration not stated) | 2.5 | 1.2 | 0.2 | 1.4 | -3.1 | -0.5 | 8.1 | -1.6 | -2.6 | 3.8
8 | COC(=O)CNC(=O)c1ccccc1[N+](=O)[O-] | 0.8 | -4.7 | 0.5 | -2.8 | -1.2 | -0.6 | 12.9 | 3.7 | -2.0 | 4.0
9 | CCCCCCc1cc2cc(C(=O)OCC)c(=O)oc2cc1O | -116.4 | -5.8 | -5.5 | -52.7 | 11.1 | 7.8 | -2.4 | 0.0 | 1.6 | -70.3
10 | N#CCCN(C(=O)COC(=O)c1cc(S(=O)(=O)N2CCOCC2)ccc1Cl)c1ccc(F)cc1 | -4.0 | -4.0 | -0.4 | 0.5 | 1.6 | -3.2 | -17.0 | -1.4 | -1.9 | -0.8
11 | CCCCNC(=O)C1(C)CCN1C(=O)c1cc2ccccc2s1 (configuration not stated) | 2.1 | 0.1 | 0.1 | 3.7 | 3.3 | -1.1 | 10.4 | -1.5 | 1.1 | 8.5
12 | Cc1csc(CNc2ncnc3ccc(-c4cccnc4)cc23)c1 | -1.1 | 4.2 | -0.3 | -1.8 | -2.5 | 5.2 | 5.3 | 3.8 | -0.5 | 0.6
13 | CC1(C(=O)NCc2ccc3c(c2)OCO3)CCN1C(=O)CCc1ccc(Cl)cc1Cl (configuration not stated) | -1.7 | -4.7 | 0.4 | 1.3 | 1.4 | -1.1 | 10.4 | -2.2 | -1.0 | -2.0
14 | Cc1cc(C)c(S(=O)(=O)c2ccccc2Cl)c(Cl)n1 | -2.4 | -0.1 | -0.2 | 0.8 | -3.5 | -1.0 | -20.9 | -0.2 | -1.1 | -6.6
15 | O=C(OCC(=O)N1CCCc2ccccc21)c1ccc(Cl)nc1 | 2.0 | 6.6 | 0.2 | 1.5 | -0.3 | 3.4 | 12.5 | 4.6 | 0.3 | -0.9
16 | Cc1ccc(N2CC(=O)N(NC(=O)Nc3ccc(Cl)c(Cl)c3)CC2=O)cc1 | -1.6 | 3.7 | 0.0 | -1.6 | -0.4 | 4.3 | 15.2 | 0.2 | 1.6 | 4.8
17 | [O-][n+]1onc2c3ccnnc3ccc21 | -0.3 | -1.1 | -0.2 | -0.5 | 2.3 | 9.3 | -14.9 | -3.3 | -2.4 | -1.5
18 | O=[N+]([O-])c1cc(C(F)(F)F)ccc1NN=C1CCCC1 | 6.1 | 0.0 | -0.4 | 5.9 | -8.4 | 0.8 | 2.0 | 0.4 | 3.8 | 11.1*
19 | CCOC1C(=O)NC(=O)N1Cc1ccccc1 (configuration not stated) | -6.2 | -4.1 | 0.2 | 1.4 | -1.0 | -6.2 | -2.5 | -6.0 | 2.2 | 1.7
20 | Cc1cc(C)c(OCC(=O)OCC(=O)NC2CCCCCCC2)c(C)c1 | -8.3 | -5.4 | 0.0 | 1.3 | -6.0 | -0.6 | -12.5 | 2.0 | -3.0 | -0.5
21 | COC(=O)c1sccc1OCc1cccc(OC)c1 | 0.0 | 5.7 | -0.6 | 1.3 | -5.8 | -0.1 | 3.0 | 2.3 | 2.1 | -0.7
22 | CCn1c(SCC(=O)NCc2cccs2)nc2c1c(=O)n(C)c(=O)n2C | -0.5 | 7.2 | 0.2 | -3.1 | 3.7 | -5.5 | -7.9 | 3.7 | 0.1 | -1.3
23 | CCC1(C)NC(=O)N(CC(=O)Nc2sc3c(c2C(=O)OC)CCCCC3)C1=O (configuration not stated) | 1.1 | -8.8 | 0.3 | 7.6 | 2.6 | 4.5 | 0.1 | -5.2 | -0.3 | 1.9
24 | CCOc1ccc(CNC(=S)N/N=C\c2ccc([N+](=O)[O-])cc2)cc1 | -0.7 | 4.5 | -0.1 | -0.4 | 2.4 | 9.6 | 8.3 | 1.3 | -2.9 | 1.7
25 | C=CCn1c2ccccc2c2nnc(SC(CC)C(=O)Nc3sc4c(c3C#N)CCCC4)nc21 (configuration not stated) | 0.8 | 10.3 | -0.3 | -3.2 | -2.5 | -0.3 | 6.7 | 4.8 | 3.1 | -0.3
26 | O=C(Nc1ccc(F)cc1)C(c1ccccc1)N1CCN(C(=O)c2ccco2)CC1 (configuration not stated) | -2.2 | 0.0 | -0.4 | -5.8 | -5.3 | 15.4 | 8.7 | -0.1 | -0.8 | -0.4
27 | CC1CC(C)(C)CC2(C1)NC(=O)N(CC(=O)NC1CCCc3ccccc31)C2=O (configuration not stated) | 2.6 | -0.9 | 0.4 | -5.0 | 6.9 | -2.4 | 0.0 | 3.1 | 0.6 | -1.7
28 | Cn1c(C(O)c2ccc(Br)cc2)nc(Cl)c1Cl (configuration not stated) | -12.7 | 1.8 | 0.2 | -2.1 | -2.8 | -9.1 | 7.9 | -4.5 | 4.4 | 3.7
29 | C(#Cc1ccccc1)CN1CCOCC1 | 5.2 | 2.1 | -0.3 | -0.5 | -2.2 | -18.1 | -0.2 | -4.3 | -3.2 | 2.2
30 | Cn1c(C(=O)N2CCN(c3ccccc3)CC2)cc2cc(Cl)ccc21 | -7.2 | 4.1 | -0.1 | -2.5 | 2.3 | -8.9 | -1.7 | -2.8 | -0.8 | 1.9

Profiles, quoted from the list. Order of screens: PLC-beta3 inh	DDE Tn6 FP inh	KLK7 zymogen act	ADAM17 inh	Tn7 DDE FP	ASAP1 GAP inh	ARFGAP1 inhibitor	MBD2 inh	UHRF1 binding	PLCg1 inh
Cn1c(C(O)c2ccc(Br)cc2)nc(Cl)c1Cl (configuration not stated) is listed as -12.7	1.8	0.2	-2.1	-2.8	-9.1	7.9	-4.5	4.4	3.7
COC(=O)CNC(=O)c1ccccc1[N+](=O)[O-] is listed as 0.8	-4.7	0.5	-2.8	-1.2	-0.6	12.9	3.7	-2.0	4.0

Given with one line to a screen: part of the list above.
(25) C=CCn1c2ccccc2c2nnc(SC(CC)C(=O)Nc3sc4c(c3C#N)CCCC4)nc21 (configuration not stated)
(26) O=C(Nc1ccc(F)cc1)C(c1ccccc1)N1CCN(C(=O)c2ccco2)CC1 (configuration not stated)
(27) CC1CC(C)(C)CC2(C1)NC(=O)N(CC(=O)NC1CCCc3ccccc31)C2=O (configuration not stated)
(28) Cn1c(C(O)c2ccc(Br)cc2)nc(Cl)c1Cl (configuration not stated)
(29) C(#Cc1ccccc1)CN1CCOCC1
(30) Cn1c(C(=O)N2CCN(c3ccccc3)CC2)cc2cc(Cl)ccc21
Assay by compound | 25 | 26 | 27 | 28 | 29 | 30
PLC-beta3 inh | 0.8 | -2.2 | 2.6 | -12.7 | 5.2 | -7.2
DDE Tn6 FP inh | 10.3 | 0.0 | -0.9 | 1.8 | 2.1 | 4.1
KLK7 zymogen act | -0.3 | -0.4 | 0.4 | 0.2 | -0.3 | -0.1
ADAM17 inh | -3.2 | -5.8 | -5.0 | -2.1 | -0.5 | -2.5
Tn7 DDE FP | -2.5 | -5.3 | 6.9 | -2.8 | -2.2 | 2.3
ASAP1 GAP inh | -0.3 | 15.4 | -2.4 | -9.1 | -18.1 | -8.9
ARFGAP1 inhibitor | 6.7 | 8.7 | 0.0 | 7.9 | -0.2 | -1.7
MBD2 inh | 4.8 | -0.1 | 3.1 | -4.5 | -4.3 | -2.8
UHRF1 binding | 3.1 | -0.8 | 0.6 | 4.4 | -3.2 | -0.8
PLCg1 inh | -0.3 | -0.4 | -1.7 | 3.7 | 2.2 | 1.9

Additional records.
entry | mol | PLC-beta3 inh | DDE Tn6 FP inh | KLK7 zymogen act | ADAM17 inh | Tn7 DDE FP | ASAP1 GAP inh | ARFGAP1 inhibitor | MBD2 inh | UHRF1 binding | PLCg1 inh
31 | Nc1nc(COc2ccc(Cl)cc2)cs1 | 1.6 | 0.2 | 0.2 | -0.2 | -3.4 | -3.6 | 4.5 | 0.4 | -0.7 | -0.4
32 | CC[C@]12c3[nH]c4ccc(Cl)cc4c3CCN1C(=O)[C@@H](CC(=O)NCCCOC)C[C@@H]2C(=O)N1CCN(C(=O)C2CC2)CC1 | -4.0 | 6.7 | 0.0 | -5.4 | -4.3 | 5.9 | -8.0 | 2.4 | 1.9 | -0.9
33 | CCCC1NC(=O)c2cc3ccccc3cc2-n2c1nc1cc(F)ccc1c2=O (configuration not stated) | 2.4 | -1.5 | 0.5 | 2.0 | -5.7 | 11.7 | -16.2 | 5.6 | -0.5 | -1.6
34 | COc1ccc(S(=O)(=O)CCC(=O)NCCc2cccc(C)c2)cc1 | -2.9 | -11.1 | -0.1 | -3.6 | -7.2 | 17.7 | 0.6 | 4.8 | 2.9 | 9.7*
35 | CCCC(=O)Nc1c(-c2ccccc2)c(=O)c(C)nn1-c1ccc(C)cc1 | -5.5 | 5.4 | -0.6 | -2.1 | 2.0 | 1.0 | -0.6 | -1.2 | -0.8 | 0.5
36 | CCn1c(N2CCN(C(=O)c3ccco3)CC2)nc2ccccc21 | -5.9 | -8.6 | 0.1 | -4.6 | -3.0 | -3.8 | -0.8 | -0.4 | 0.9 | -1.5
37 | Cc1ccc(S(=O)(=O)Nc2cccc(C(=O)NCC3CCCO3)c2)cc1F (configuration not stated) | -3.6 | 6.1 | 0.0 | 1.9 | 5.2 | -14.8 | 3.6 | 3.9 | -0.1 | 0.6
38 | N#CCCN(C(=O)COC(=O)c1nc(Cl)ccc1Cl)c1ccccc1 | -4.5 | 6.8 | -0.2 | -3.6 | -7.2 | -0.1 | 7.4 | 4.3 | -0.7 | 4.3
39 | COC(=O)C1=C(C(=O)OC)[C@@H]2Nc3ccccc3[C@@]23C[C@@H](C(=O)OC)N(C(=O)C2CCC2)C3=N1 | 6.2 | 12.1 | -0.2 | 3.6 | -8.4 | 15.5 | 5.5 | 3.4 | 2.0 | 5.2
40 | CC(C#N)(Nc1ccc(Cl)cc1)c1cccnc1 (configuration not stated) | 3.6 | -8.7 | 0.7 | -2.7 | 2.6 | 6.5 | -1.6 | 3.3 | -1.1 | 3.0
